# Source: PubChem BioAssay
# LYPLA2 counter: blocks human lysophospholipase 2, a PME1 counter-screen; O95372; recombinant LYPLA2, FP-Rh probe fluorescence polarization; inhibition, % at 5.9 µM; 320,000 compounds, 0.38% hits; AID 2177;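 active means inhibition above the screen-wide mean plus 3 SD, limit set per campaign, cut at about 26% in these data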;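 further: 0% = LYPLA2 with DMSO and 100% = wells lacking LYPLA2 enzyme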
# pPAFAH inh: pPAFAH (human) enzyme inhibition | AID 463082 | 330,000 compounds, 1.5% hits | recombinant pPAFAH, FP-rhodamine probe fluorescence polarization | inhibition, % at 3.39 µM;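 active means inhibition above the mean inhibition across the screen plus 3 SD, cut at about 25% in these data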;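 further: inhibitors block binding of the rhodamine activity-based probe so polarization drops; 0% = enzyme with DMSO and 100% = wells lacking pPAFAH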
# EBNA-1 inh: blocks EBNA-1 binding to DNA; EBNA-1 DNA binding, fluorescence polarization; inhibition, % at 14.8 µM; 300,000 compounds, 0.34% hits; AID 1950; in the data active means inhibition above about 28%
# PAFAH2 inh: inhibitors of human PAFAH2. recombinant PAFAH2, FP-rhodamine activity probe, fluorescence polarization. inhibition, % at 3.39 µM. 340,000 compounds, 0.99% hits. AID 492956;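 active means inhibition above the mean over all tested compounds plus 3 SD, cut at about 30% in these data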;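 further: inhibitors block probe labeling of enzyme so polarization drops; 0% = enzyme with DMSO and 100% = wells lacking PAFAH2 protein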
# ZTA counter: blocks Epstein-Barr virus ZTA, an EBNA-1 counter-screen; 320,000 compounds, 0.15% hits; ZTA-DNA binding, fluorescence polarization; inhibition, % at 11 µM; P03206; in the data active means inhibition above about 33%
# PAFAH1B2 FP inh: inhibitors of human PAFAH1B2; inhibition, % at 3.39 µM; recombinant PAFAH1B2, FP-rhodamine activity probe, fluorescence polarization; 340,000 compounds, 1.2% hits; AID 492953;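 active means inhibition above the mean of all tested compounds plus 3 SD, cut at about 24% in these data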;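 further: 0% = enzyme with DMSO and 100% = wells lacking PAFAH1B2; many of its hits are not listed in these tables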
# LYPLA1 inh: blocks human lysophospholipase 1, a PME1 counter-screen. O75608. recombinant LYPLA1, FP-Rh probe fluorescence polarization. inhibition, % at 5.9 µM. 320,000 compounds, 0.16% hits. AID 2174;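 active means inhibition above the mean of all tested compounds plus 3 SD, set per campaign, cut at about 14% in these data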;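 further: inhibitors block serine hydrolase probe labeling of LYPLA1 so polarization falls; 0% = enzyme with DMSO and 100% = wells lacking LYPLA1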
# PAFAH1B3 inh: PAFAH1B3 (human) inhibition. recombinant PAFAH1B3, FP-rhodamine probe, fluorescence polarization. inhibition, % at 3.39 µM. AID 492972. 340,000 compounds, 0.28% hits. Q15102;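 active means inhibition above the screen-wide average of all tested compounds plus 3 SD, cut at about 25% in these data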;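 further: 0% = enzyme with DMSO only and 100% = wells lacking PAFAH1B3 protein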
# PREPL inh: human PREPL enzyme inhibition; Q4J6C6; recombinant PREPL, fluorescence polarization activity-based probe; inhibition, % at 5.96 µM; 320,000 compounds, 0.68% hits; AID 2751; in the data active means inhibition above about 43%;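 further: 0% = enzyme with DMSO and 100% = wells lacking enzyme; many of its hits are not listed in these tables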
# Active calls of the source: *; · = not tested or not shown. Not all compounds are listed; count on the stated rates, not on these rows.
SMILES,LYPLA2 counter,pPAFAH inh,EBNA-1 inh,PAFAH2 inh,ZTA counter,PAFAH1B2 FP inh,LYPLA1 inh,PAFAH1B3 inh,PREPL inh
Cc1onc(-c2ccccc2Cl)c1C(=O)OCC(=O)Nc1cccc(S(=O)(=O)N2CCOCC2)c1,-3,16,-6,8,2,-2,-3,10,-1
O=C(CSc1nnc(-c2ccccc2Cl)o1)Oc1ccc(Br)cc1,-1,-2,-29,-4,-2,13,-3,6,6
COc1ccc(OC)c(CNC(=O)CCCn2ccc3cc(S(=O)(=O)N4CCCC4)ccc32)c1,-4,5,9,0,2,-6,0,-4,2
Cc1noc(C)c1C(=O)Nc1cccc2ncccc12,8,4,5,0,10,1,6,3,-8
COc1ccc(/C=N/Nc2cc(C)nc(N3CCOCC3)n2)cc1,10,7,5,3,-5,4,4,-7,8
O=C(COc1ccc(-n2cnnn2)cc1)N1CCN(c2ccc(F)cc2)CC1,1,7,6,-13,0,4,0,-4,26
Cc1ccc(S(=O)CCNC(=O)Cc2ccccc2)cc1 (centres undefined),0,-2,-6,-3,3,5,-1,2,14
O=C(Nc1ccc(S(=O)(=O)N2CCCC2)cc1)c1ccc([N+](=O)[O-])cc1,1,-2,-2,1,-6,0,4,-4,10
O=C(O)CC1(CC(=O)NCc2ccccn2)CCCCC1,5,-1,4,8,-4,4,-1,3,-2
O=c1c(Cl)c(Nc2cccc(Cl)c2)cnn1-c1nc2ccccc2s1,-3,0,-6,-26,-4,-2,-10,8,-8
O=C(O)c1ccccc1C(=O)Nc1c(-c2ccccc2)nc2ccccn12,2,0,3,-3,-5,-3,4,6,13
CC(Sc1nnnn1C)C(=O)NC1CCCc2ccccc21 (centres undefined),3,-3,-13,-5,7,5,0,1,14
CCN(CC)CCNc1nc(-c2ccco2)c2c(c1C#N)CC(C)(C)OC2,-4,-5,-2,0,17,6,-2,9,10
Cn1cc(CN(CCCN2CCOCC2)C(=S)Nc2cccc(Cl)c2)c2ccccc21,-3,8,5,10,-1,-1,-3,-8,1
CCCCCCC(C)n1[nH]c(=O)c2c(C)cc(C)nc21 (centres undefined),4,9,4,3,-7,5,-1,9,-2
CC(=O)Nc1cccc(NC(=O)c2ccccc2OCc2c(C)noc2C)c1,1,1,1,-6,12,4,-2,4,-9
O=C(CSc1nnc(C2CCCCC2)n1-c1ccccc1)NCc1ccco1,-4,0,1,9,0,18,-1,0,0
O=C(COC(=O)C1COc2ccccc2O1)NC1CCS(=O)(=O)C1 (centres undefined),6,4,13,-9,2,4,2,4,3
Cc1cc(N2CCN(C)CC2)n2nc(-c3ccc(Cl)cc3)nc2n1,-7,-3,-7,-1,8,7,-4,0,10
COc1ccc(-c2noc(C3CCCN(C(=O)Nc4ccccc4)C3)n2)cc1 (centres undefined),4,3,0,3,4,12,-5,3,7
O=[N+]([O-])c1cccc(N/N=C/c2cc([N+](=O)[O-])ccc2O)c1,-5,28*,2,39*,-1,-1,2,8,15
Cc1ccc(CNC(=O)CSc2nc3ccsc3c(=O)n2Cc2ccc(C(=O)O)cc2)cc1,9,2,2,5,6,-4,3,5,10
Cc1cccc(-c2noc(CN(C(=O)c3ccc4c(c3)OCO4)C(C)C)n2)c1,4,11,3,-3,-8,-3,1,5,-22
COc1ccc(Cc2nnc(Nc3ccc4c(c3)OCCO4)[nH]c2=O)cc1,3,6,5,5,13,5,4,9,6
CCc1ccccc1NC(=O)CN1CCN(C(=O)c2cccc(-n3cnnn3)c2)CC1,-2,0,·,-1,13,0,-2,7,65*
COc1ccc(NC(=O)Nc2c[nH]c(=O)[nH]c2=O)cc1OC,-2,3,-4,13,-5,8,4,14,-2
CC(C)C(C(=O)OCC(=O)c1cccc([N+](=O)[O-])c1)N1C(=O)[C@@H]2[C@H]3CC[C@H](C3)[C@@H]2C1=O (some centres undefined),5,2,10,1,-20,8,5,11,27
O=C(NCc1n[nH]c(=S)n1-c1ccccc1Cl)c1ccc(S(=O)(=O)N2CCCCC2)cc1,3,-2,1,-9,-30,11,1,11,-5
NC(=O)[C@H]1CC2(CC(c3cccc(NC(=O)c4ccccc4)c3)=NO2)CN1C(=O)[C@H]1CCC(=O)N1 (some centres undefined),-6,1,9,2,13,4,-5,2,-1
O=C(CCCC(=O)NCc1ccccc1)NCc1ccccc1,6,-1,5,2,-11,2,2,4,9
COc1ccc(NS(=O)(=O)NC(=O)c2c[nH]c3ccccc23)cc1,7,1,2,0,-1,10,-1,9,-5
CCOC(=O)C1CCN(C(=O)COC(=O)c2ccccc2OCC)CC1,·,0,·,-5,·,3,·,0,7
COc1cc(-c2ccccc2)[nH]c(=S)n1,2,6,·,1,7,0,4,2,-3
O=C(Cc1cccs1)N1CCN=C1SCc1ccc(Br)cc1,2,6,7,-1,-8,2,-4,2,14
CC(C)NC(=S)N/N=C/c1cccs1,3,0,10,1,17,0,-2,0,-5
Cc1noc(C)c1C(=O)N1CC(C)OC(C)C1 (centres undefined),0,5,-4,10,0,0,1,-1,-8

# Of the compounds above, these contain two or more sulfur atoms.
SMILES,LYPLA2 counter,pPAFAH inh,EBNA-1 inh,PAFAH2 inh,ZTA counter,PAFAH1B2 FP inh,LYPLA1 inh,PAFAH1B3 inh,PREPL inh
Cc1ccc(CNC(=O)CSc2nc3ccsc3c(=O)n2Cc2ccc(C(=O)O)cc2)cc1,9,2,2,5,6,-4,3,5,10
O=C(NCc1n[nH]c(=S)n1-c1ccccc1Cl)c1ccc(S(=O)(=O)N2CCCCC2)cc1,3,-2,1,-9,-30,11,1,11,-5
O=C(Cc1cccs1)N1CCN=C1SCc1ccc(Br)cc1,2,6,7,-1,-8,2,-4,2,14
CC(C)NC(=S)N/N=C/c1cccs1,3,0,10,1,17,0,-2,0,-5

# (list continues)
SMILES,LYPLA2 counter,pPAFAH inh,EBNA-1 inh,PAFAH2 inh,ZTA counter,PAFAH1B2 FP inh,LYPLA1 inh,PAFAH1B3 inh,PREPL inh
CCc1c(C#N)c(SCc2c(C)noc2C)nc2c1C(=O)CC(C)(C)C2,-4,5,5,-4,-10,1,-3,6,8
COC(=O)c1cc(C(=O)NCCC(C)C)cc([N+](=O)[O-])c1,5,3,-8,7,3,1,0,6,-5
CCN(CC)C1CCN(Cc2c(C(=O)N3CCCCCCC3)nc3ccc(Cl)cn23)C1 (centres undefined),5,9,4,7,-5,4,3,11,2
O=C(/C=C/c1cccc([N+](=O)[O-])c1)Nc1cccc(NC(=O)c2cccs2)c1,-37,-15,-19,-40,-19,-17,-25,-23,19
O=S(=O)(c1ccccc1)N(CC(O)CN1CCOCC1)c1ccccc1 (centres undefined),1,0,0,3,-2,3,1,-3,6
O=C(CSc1ncccn1)NC(=O)NCc1ccccc1,-1,2,5,-3,-6,3,-2,-5,0
CC(C)(C)OC(=O)NCCCC[C@H](NC(=O)c1nc[nH]c1C(=O)NC1CCN(C(=O)OC(C)(C)C)CC1)C(=O)OC(C)(C)C,0,24,-1,-5,4,2,2,-5,5
O=C(CSc1nc(=O)n2ccccc2n1)NCCc1ccccc1,2,16,-9,2,7,1,4,1,-5
CCOc1ccc(S(=O)(=O)NCC(=O)OCc2nnc(-c3ccccc3)o2)cc1,8,14,·,9,5,4,2,7,20
O=C(O)Cn1nc(C(F)(F)F)c2c1CCCCC2,4,3,14,1,20,8,3,11,9
COc1ccc(CN2CC[C@H]3C=CCc4cccc(c43)C2)cc1,12,8,·,12,-12,4,6,-1,29
O=C(NCc1ccncc1)c1cccc(S(=O)(=O)N2CCc3ccccc32)c1,-2,-1,·,5,-2,-4,-2,1,-9

# Next part; the last two above are carried over.
SMILES,LYPLA2 counter,pPAFAH inh,EBNA-1 inh,PAFAH2 inh,ZTA counter,PAFAH1B2 FP inh,LYPLA1 inh,PAFAH1B3 inh,PREPL inh
COc1ccc(CN2CC[C@H]3C=CCc4cccc(c43)C2)cc1,12,8,·,12,-12,4,6,-1,29
O=C(NCc1ccncc1)c1cccc(S(=O)(=O)N2CCc3ccccc32)c1,-2,-1,·,5,-2,-4,-2,1,-9
Cc1ccc(C(=O)COC(=O)CNC(=O)c2cccs2)cc1,8,1,-9,3,-8,1,4,3,-7
O=c1c2cccnc2[nH]c(=S)n1Cc1ccccc1,-1,-6,-8,1,2,5,1,-5,-6
CCN(CC)C(=O)c1cnn(-c2ccccc2)c1NC(=O)c1cccc(F)c1,3,6,-6,8,-14,3,9,-9,9
Nc1ccc2c(c1)C(=O)N(c1cccc3ccccc13)C2=O,-1,-3,5,1,-9,2,-3,4,-3
COC(=O)[C@]1(CC(C)C)N[C@H](c2ccc(-c3ccc4c(c3)OCO4)cc2)[C@@H]2C(=O)N(C)C(=O)[C@@H]21,0,4,2,2,10,4,-2,0,0
COc1ccc(CCNC(=O)c2c(-c3ccccc3Cl)noc2C)cc1,2,7,-2,-1,-10,5,-4,2,4
CCOc1ccc(NC(=O)C2CC(=O)N(CCc3ccccc3)C2)cc1OC (centres undefined),4,-2,·,-5,-18,-2,0,-3,20
CCOC(=O)N1CCN(C2CC(=O)N(c3ccc(C)cc3)C2=O)CC1 (centres undefined),1,5,3,-2,-9,-3,5,-5,11
CCCNC(=O)c1onc(CSc2ccncc2)c1C(=O)NCCC,-5,5,7,4,13,1,0,-4,-2
Cc1cc2c(=O)[nH]cnc2s1,-11,-13,-14,2,-4,0,-1,-1,14
Cc1ccc(S(=O)(=O)N2CCCCC2)cc1NC(=O)CSc1nncn1-c1ccccc1,-1,-6,-2,-10,-9,1,0,-8,5
COc1ccc(S(=O)(=O)N2CCN(C(=O)COc3ccccc3)CC2)cc1,4,0,7,-7,-22,2,0,1,3
COc1ccc(CC(NC(C)=O)C(=O)N2CCN(C(=O)Nc3ccc(Cl)cc3)CC2)cc1OC (centres undefined),2,6,0,-4,-8,-2,-2,-2,-2
O=C1c2ccccc2S(=O)(=O)N1CC(O)Cn1c2ccccc2c2ccccc21 (centres undefined),-15,2,0,-1,-3,0,-16,-5,0
CCN(CC)CCn1c2c(c(SCC(=O)Nc3ccc(C(C)C)cc3)nc1=O)CCCC2,-4,2,5,1,6,-4,0,4,27
CCCn1c(N)c(C(=O)CSc2nc(C)cs2)c(=O)[nH]c1=O,-2,4,9,4,6,0,-1,-2,-3
CCN(CC)CCNC(=O)C(C)c1nn(C)c(=O)c2ccccc12 (centres undefined),-2,3,-2,-12,7,5,-1,3,3
CC(=O)COc1ccc(-c2csnn2)cc1,1,6,12,2,1,4,-1,3,9
COc1ccc(COc2cc(-c3cccc(OC)c3)nc3ccc(NC(=O)c4ccccc4)cc23)cc1,-37,-12,-1,-62,-2,-21,-20,-49,-2
Cn1c(=O)[nH]c(=O)c2c1nc(NC1CCCC1)n2Cc1ccccc1,2,-1,1,5,1,2,0,2,24
O=C(O)Cn1cnc2ccccc2c1=O,2,3,12,7,-1,2,-1,5,1
O=C(NCCCN1CCCCC1)c1ccc2c(c1)NC(=O)C(N1CCCCC1)S2 (centres undefined),-2,2,3,-5,-1,-1,-6,-1,-15
O=C(NC1CCCCC1)C(c1ccc(O)cc1)N(CC1CCCO1)C(=O)C1COc2ccccc2O1 (centres undefined),0,6,1,-6,3,0,0,7,9
CCn1cc(C(=O)NCCCN2CCCC(C)C2)c(=O)c2cc(S(=O)(=O)N3CCOCC3)ccc21 (centres undefined),6,0,-3,4,-6,-3,1,8,9
COc1ccc(NC(=S)Nc2ccc(N(C)C(C)=O)cc2)cc1,5,-3,-2,8,-10,7,0,10,23
C=CCc1c(C)nc2c(C)cccc2c1SC(=N)N,0,-5,-5,8,-1,0,-3,3,-12
O=C(CCN1C(=O)c2ccccc2C1=O)Nc1ccccc1C(=O)N1CCOCC1,3,4,9,7,3,4,3,3,2
CC1(NC(=O)Cc2csc(-c3ccc(Cl)cc3)n2)CCS(=O)(=O)C1 (centres undefined),·,6,·,10,·,3,·,6,7
CC1CCN(C(=O)Cn2cnc3c2c(=O)n(C)c(=O)n3C)c2ccccc2S1 (centres undefined),3,2,7,7,1,5,-1,3,-10
